NOD2 RIPK2 PPI = NOD2-RIPK2 protein interaction inhibition | O43353 | CHO BLA complementation NOD2-RIPK2, CCF4 ratio | inhibition, % at 4.98 µM | hit rate 0.38% among 360,000; in the data active means inhibition above about 21%;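 further: 0% = vehicle only and 100% = reference blocker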
SRC2 inh = inhibits human steroid receptor coactivator 2 | Q15596 | HEK293 GAL4-SRC2 luciferase reporter, luminescence | inhibition, % at 9 µM | hit rate 0.17% among 370,000;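 active means inhibition above the mean inhibition of all tested compounds plus 3 SD, set per campaign, cut at about 52% in these data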;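 further: 0% = DMSO treated cells and 100% = cells given Gossypol at 36 µM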
ABHD5 PLIN5 PPI = inhibitors of human ABHD5-perilipin-5 interaction; AID 602281; inhibition, % at 4 µM; Split G. princeps luciferase complementation, luminescence, 4 h; hit rate 0.78% among 360,000;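 active means inhibition above the mean inhibition across every tested compound plus 3 SD, cut at about 22% in these data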;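 further: 0% = DMSO only wells and the 100% control is not disclosed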
MC4R antagonist = antagonists of human melanocortin 4 receptor (MC4R) | inhibition, % at 6.5 µM | P32245 | MC4R-expressing cells, MTII-stimulated cAMP, LANCE TR-FRET | hit rate 0.48% among 360,000 | AID 540295;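 active means inhibition above its plate's cutoff, the mean of tested wells on that plate plus 3 SD, cut at about 29% in these data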;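 further: 0% = Melanotan II alone and 100% = Melanotan II plus saturating MCL0020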
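Assay system: U2OS-MC4R stable cell line; Also added: Melanotan II; Technique: Eu-cAMP/anti-cAMP TR-FRET, emission 671 nm; Times: 30-min compound, 1-h challenge, 1-h detection, room temperature.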
TLR9-MyD88 block = TLR9-MyD88 interaction inhibition. CHO BLA complementation TLR9-MyD88, CCF4 FRET ratio. inhibition, % at 4.98 µM. hit rate 0.21% among 340,000. AID 504734;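 active means inhibition above the mean over all tested compounds plus 3 SD, cut at about 21% in these data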;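 further: 0% = DMSO only wells and 100% = clavulanate BLA inhibitor control wells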
Target sequence (Q99836 whole entry, looked up): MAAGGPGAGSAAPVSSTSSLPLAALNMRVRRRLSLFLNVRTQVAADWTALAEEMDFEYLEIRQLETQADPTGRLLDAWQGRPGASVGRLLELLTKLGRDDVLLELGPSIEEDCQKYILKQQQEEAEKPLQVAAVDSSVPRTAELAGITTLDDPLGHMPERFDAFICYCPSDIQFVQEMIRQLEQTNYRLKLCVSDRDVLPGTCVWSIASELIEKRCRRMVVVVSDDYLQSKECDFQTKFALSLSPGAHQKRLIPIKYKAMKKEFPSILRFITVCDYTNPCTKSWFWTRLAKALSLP
Target sequence (Q9NR96 whole entry, looked up): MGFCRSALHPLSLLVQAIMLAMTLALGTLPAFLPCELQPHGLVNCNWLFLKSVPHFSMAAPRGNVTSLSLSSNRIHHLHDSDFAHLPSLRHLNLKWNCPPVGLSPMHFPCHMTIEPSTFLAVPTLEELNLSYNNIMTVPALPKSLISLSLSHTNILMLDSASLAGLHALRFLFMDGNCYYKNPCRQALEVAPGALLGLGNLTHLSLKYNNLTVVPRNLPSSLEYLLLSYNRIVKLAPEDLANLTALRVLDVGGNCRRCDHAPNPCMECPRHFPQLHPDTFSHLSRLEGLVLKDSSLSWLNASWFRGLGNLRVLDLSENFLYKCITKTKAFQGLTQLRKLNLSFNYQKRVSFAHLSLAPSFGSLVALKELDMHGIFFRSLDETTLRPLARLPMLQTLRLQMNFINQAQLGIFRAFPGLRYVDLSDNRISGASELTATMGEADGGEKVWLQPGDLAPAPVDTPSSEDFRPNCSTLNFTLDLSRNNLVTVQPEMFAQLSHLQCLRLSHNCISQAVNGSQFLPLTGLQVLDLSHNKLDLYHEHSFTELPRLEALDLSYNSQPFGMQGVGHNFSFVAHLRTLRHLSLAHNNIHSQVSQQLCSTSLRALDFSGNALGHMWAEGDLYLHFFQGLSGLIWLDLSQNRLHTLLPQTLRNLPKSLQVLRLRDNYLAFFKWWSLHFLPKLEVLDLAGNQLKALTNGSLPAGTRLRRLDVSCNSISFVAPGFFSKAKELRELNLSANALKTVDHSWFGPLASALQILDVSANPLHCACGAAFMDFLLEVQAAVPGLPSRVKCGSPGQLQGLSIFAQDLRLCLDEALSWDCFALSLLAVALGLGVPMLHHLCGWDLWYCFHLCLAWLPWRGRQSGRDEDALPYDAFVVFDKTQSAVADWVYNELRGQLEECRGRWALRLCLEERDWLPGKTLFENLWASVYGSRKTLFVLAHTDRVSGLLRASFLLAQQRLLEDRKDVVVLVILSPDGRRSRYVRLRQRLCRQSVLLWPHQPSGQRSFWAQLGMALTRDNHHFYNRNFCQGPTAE
ABCB6 inh 2 = blocks the human ABCB6 transporter. Q9NP58. fluorescence ratio to DMSO, % at 10 µM. hit rate 0.19% among 360,000. K562-ABCB6 porphyrin accumulation, flow cytometry, 1 h; stronger effect = lower value;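 active means fluorescence ratio to DMSO below 75%, the collection mean minus 3 SD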;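 further: signal is porphyrin accumulated inside mitochondria; 100% equals median channel fluorescence of DMSO control wells; lower ratio means ABCB6 inhibition with less porphyrin fluorescence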
HTR2A ag = mouse HTR2A agonism via beta-arrestin recruitment; P35363; CHO-K1 mHTR2A beta-arrestin complementation, luminescence; percent of 30 µM serotonin response; activation, % at 7.6 µM; hit rate 0.66% among 360,000;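 active means activation above a run cutoff, the mean activation of all tested compounds plus 3 SD, cut at about 14% in these data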;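 further: 0% = plate median of compound wells and 100% = 30 µM serotonin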
N-glyco inh = N-linked glycosylation inhibition; D54 ERlucT glycosylation luciferase reporter, 24 h; percent of 100 nM tunicamycin response; reporter increase, % at 12.5 µM; hit rate 0.23% among 360,000; AID 588692;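 active means mean luciferase reporter signal, scaled so untreated is 0 and the glycosylation-blocking control 100, at or above a set limit in every replicate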;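 further: luciferase carries N-glycosylation sites so blocking glycosylation raises the light; 0% = median of neutral control wells and 100% = median of 100 nM tunicamycin wells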
Cardio protect = protects H9c2 cardiomyocytes from peroxide injury | H2O2 injury protection, ATPLite, 2 h | protection from H2O2 cell death, % at 20 µM | hit rate 0.63% among 360,000 | AID 588492;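 active means compounds giving at least 50% protection of heart cells from peroxide-induced death in the single-dose screen, raw or plate-pattern-corrected value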;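 further: 0% = DMSO wells with peroxide and 100% = DMSO wells without peroxide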
MC4R barr agon = activates human MC4R beta-arrestin recruitment. P32245. U2OS MC4R beta-arrestin complementation, luminescence; percent of melanotan II response, DMSO zero. activation, % at 8.9 µM. hit rate 0.98% among 360,000. AID 540308;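 active means activation above a per-plate cutoff, the mean activation of sample wells on that plate plus 3 SD, cut at about 8% in these data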
* marks the source's active call; other numbers are inactive results; · = no result given. Some of the compounds tested, so the mix of outcomes need not match the whole.

Results follow in this order: NOD2 RIPK2 PPI	SRC2 inh	ABHD5 PLIN5 PPI	MC4R antagonist	TLR9-MyD88 block	ABCB6 inh 2	HTR2A ag	N-glyco inh	Cardio protect	MC4R barr agon
[1] O=C(COc1ccc(Br)cc1)Nc1ccccc1C(=O)N1CCOCC1
 : -10	10	3	0	4	94	-1	3	1	-1.6
[2] COc1cc(-c2cn[nH]c2N)cc(OC)c1OC
 : -11	·	-19	-3	-10	97	0	2	1	0.6
[3] Cn1c(=O)c(C(=O)Nc2ncccc2O)c(O)c2ccccc21
 : -2	-32	-2	-1	6	92	-4	0	-9	-2.5
[4] C=C1CCC(C)C(C)(CCC2=CCOC2=O)C/C=C\C=C/1C(=O)O (configuration not stated)
 : 9	13	-9	12	8	102	4	-1	4	-1.9
[5] O=C(CSc1nnc2ccccn12)c1ccccc1
 : -14	-26	0	14	-7	99	1	-2	12	0.8
[6] CC(Sc1nnc(-c2ccco2)n1C)C(=O)N(C)C1CCCCC1 (configuration not stated)
 : 4	12	-1	3	2	98	-9	6	0	-3.4
[7] COc1ccc(OC)c(/C=N/Nc2nc(C)cc(=O)[nH]2)c1
 : -12	29	-1	-9	-4	94	3	1	1	0.9
[8] CC(=O)c1cccc(NC(=O)N2CCCC2C(=O)NCCC(C)C)c1 (configuration not stated)
 : -6	-14	1	6	5	84	0	3	8	-0.6
[9] COc1ccc(C(=O)N/N=C/c2c(C)nn(-c3ccccc3)c2OC)cc1
 : -1	3	5	2	5	102	-9	0	-2	-2.5
[10] Cc1cc(-c2ccc(NC(=O)[C@@H]3CCCC[C@@H]3C(=O)O)c(C)c2)ccc1NC(=O)[C@@H]1CCCC[C@@H]1C(=O)O
 : -2	-20	4	4	2	101	-3	-1	-7	1.1
[11] COc1ccc2c(-c3cc4ccc(OCc5ccc(F)cc5)cc4oc3=O)cc(=O)oc2c1
 : 6	-33	3	7	5	94	3	37*	16	2.3
[12] CN1OC[C@@H]2CN(Cc3cc(Cl)cc(Cl)c3)[C@H](c3cccc(-c4ccccc4)c3)C[C@@H]21
 : -20	-7	-1	9	3	100	1	-3	-8	-2.3
[13] COC(=O)c1ccc(Oc2coc3cc(OCc4ccc([N+](=O)[O-])cc4)ccc3c2=O)cc1
 : 0	-6	2	5	0	93	2	4	-3	-1.3
[14] Cc1noc(C)c1NC(=O)Nc1ccc2c(c1)C(=O)N([C@@H](C)CO)C[C@@H](C)[C@@H](CN(C)Cc1ccc3c(c1)OCO3)O2
 : -1	-10	1	7	0	101	0	3	12	-0.1
[15] O=C(Nc1nnc(-c2ccncc2)o1)C1CCCCC1
 : 3	-10	-3	6	3	101	-1	0	-2	-0.7
[16] S=C(c1cccs1)N1CCCC1
 : -1	-7	-2	5	-7	100	0	1	8	0.2
[17] CCOC(=O)c1c(CN(C)C)n(C)c2c(O)c(N=NC(N)=O)c3ccc(Br)cc3c12
 : 3	-35	-13	11	-11	101	12	28*	3	1.2
[18] OCCCNc1nc(-c2ccccc2)c2cc(Cl)ccc2n1
 : 8	-15	6	9	·	103	-9	2	-13	0.9
[19] Cc1nc2c(cnn2-c2ccccc2Cl)c(=O)n1-c1ccc(N2CCC(C)CC2)cc1
 : 10	-10	-2	14	1	91	0	0	-25	-1.7
[20] CCCS(=O)(=O)Nc1cc(C(F)(F)F)ccc1OCCOC
 : -1	16	-1	0	3	96	2	1	-1	-1.4
[21] CC(C)OCCCNC(=O)CCc1nc(-c2ccccc2)no1
 : 4	0	-5	-2	-4	98	-4	1	-1	-1.4
[22] COc1cc(OC)c(-c2nnc(-c3ccc(OC)c(OC)c3OC)o2)cc1OC
 : 8	-5	-7	-6	-10	135	0	-1	17	1.4
[23] CCOC(=O)c1[nH]c2ccccc2c1NC(=O)c1ccc(S(=O)(=O)N(C)C)cc1
 : 2	-45	7	11	5	102	-2	0	20	1.1
[24] NC(=O)COc1ccc(-n2cnnn2)cc1
 : -1	-4	-5	-7	2	101	8	3	7	0.4
[25] O=C1CN(C(=O)c2ccccc2)C(c2ccccc2)c2cc(F)ccc2N1 (configuration not stated)
 : -7	16	-2	4	-9	98	-1	2	-6	-1.9
[26] COc1cccc(CCNC(=O)C2CCC(=O)N(Cc3cccc(OC)c3)C2)c1 (configuration not stated)
 : 1	12	5	11	-2	104	-2	0	2	-1.5
[27] Cn1cccc1/C=C1\SC(=O)N(c2ccccc2)C1=O
 : -7	-61	-3	3	-12	103	4	-4	-16	4.5
[28] O=C(Cn1cc(C(F)(F)F)cc(Cl)c1=O)NCCc1ccccc1
 : 1	-26	5	9	13	96	-1	0	3	0.7
[29] O=C(COc1ccc(/C=N/NC(=O)c2ccncc2)cc1)Nc1cccc([N+](=O)[O-])c1
 : 2	-12	2	-4	-1	96	-6	4	29	0.9
[30] Cc1cccc(NS(=O)(=O)c2ccc(C(=O)N3CCC3)cc2)c1C
 : -11	19	-2	8	5	101	-3	-1	-8	2.3
[31] CC(C)(C)OC(=O)N1CCC2(CC1)C(C#N)=C(N)OC1=C2C(=O)CCC1
 : -1	-10	10	3	-8	98	-1	0	2	-0.5
[32] COc1ccccc1NS(=O)(=O)c1cccc(C(=O)N/N=C/c2cn(-c3ccccc3)nc2-c2ccccc2)c1
 : -6	-33	2	6	-2	97	0	5	36	-0.6
[33] Cc1ccc(C)c(N2CCN(C(=O)c3ccc(Cn4c(=S)[nH]c5ccc(N6CCOCC6)cc5c4=O)cc3)CC2)c1
 : 4	0	1	14	1	95	-7	-9	-13	-3.2
[34] CCOC(=O)CC(=O)CSc1nc2c(sc(=S)n2-c2ccc(C)c(C)c2)c(=O)[nH]1
 : -9	-10	-3	11	-1	92	6	1	-4	-1.6
[35] COC(=O)C1CCN(C(=O)c2ccc(OC3CCN(Cc4ccccn4)CC3)cc2)CC1
 : 0	-32	-2	12	-7	103	9	1	2	2.7
[36] COC(=O)c1nnn(CC(=O)Nc2cccc(OC)c2)c1C(=O)OC
 : -11	10	3	9	0	99	1	1	4	-2.6
[37] CC(=O)NCCSCCNC(C)=O
 : 0	-23	-2	6	-4	107	4	1	7	0.1
[38] COc1ccccc1NC(=S)NNC(=O)c1ccc(Cl)cc1Cl
 : -11	-75	-5	0	11	95	-2	2	-5	-1.1
[39] CC1CCc2cc(F)ccc2N1C(=O)c1cc2nc(-c3ccco3)cc(C(F)(F)F)n2n1 (configuration not stated)
 : -11	-5	0	0	3	96	6	-3	11	0.2
[40] CCC(=O)N1CCN(c2ccc(NC(=O)COc3ccc(CC)cc3)cc2)CC1
 : -5	14	-7	0	3	98	-5	0	5	-1.3
[41] c1ccc(C2Nc3ccccc3Oc3ccccc32)cc1 (configuration not stated)
 : 3	-3	-7	3	-2	91	-2	-3	-20	0.5
[42] c1ccc(CCNc2ncnc3c2nnn3Cc2ccccc2)cc1
 : -2	-17	7	9	0	99	0	1	-1	3.1
[43] COc1ccc(NC(=O)CN(C)C(=O)/C=C/c2cn(-c3ccccc3)nc2-c2ccc(F)cc2)cc1
 : -7	10	-14	7	11	99	3	-1	-1	-3.1
[44] CCOc1ccccc1N(CC(=O)N1CCCCCC1)S(C)(=O)=O
 : 0	4	2	8	7	97	5	1	-5	-0.3
[45] CCOc1ccc(-c2cccc(NC(=O)c3cccs3)c2)nn1
 : -10	-52	-1	7	0	98	9	0	-4	-2.3
[46] O[C@@H]1CN(Cc2cccs2)[C@@H](c2ccccc2)C[C@H]1n1cc(-c2ccc(F)cc2)nn1
 : 2	13	3	17	2	97	0	0	-17	6.0
[47] Cc1nc(CCNC(=O)CC2C(=O)NCCN2Cc2ccccc2)sc1C (configuration not stated)
 : -4	10	-4	2	0	99	2	4	-1	3.1
[48] O=C1NN(c2ccc(F)c(Cl)c2)C(=O)/C1=C\c1cccc(OC(=O)c2cccs2)c1
 : 0	8	6	-1	-3	94	1	2	-4	-1.1
[49] O=C(O)c1c2c(nc3ccc(S(=O)(=O)N4CCC(C(=O)NC5CCCCCC5)CC4)cc13)CCCC2
 : 4	4	0	-2	-5	103	-1	0	1	-0.6
[50] Cc1noc(C)c1NC(=O)N(C)C[C@H]1Oc2ccc(NC(=O)Nc3ccc4c(c3)OCO4)cc2C(=O)N([C@H](C)CO)C[C@@H]1C
 : -7	-5	2	12	1	103	3	3	3	0.7
[51] CC(C)C1C(=O)N(Cc2cn(Cc3ccco3)nn2)CCS(=O)(=O)N1Cc1ccc(-c2ccc(Cl)cc2)cc1 (configuration not stated)
 : -7	10	5	0	-16	95	2	-4	-5	-2.8
[52] CCC[C@H]1CC(=O)C=C(c2ccc(OC)cc2)ON1C(=O)OC(C)(C)C
 : 6	-7	6	4	13	106	-4	-2	-11	-1.0
[53] CCOC(=O)c1[nH]c2ccc(OC)cc2c1NC(=O)CN1CCSCC1
 : 3	18	4	13	6	99	7	3	-1	1.1

Three of these compounds in a different format:
| # | SMILES | NOD2 RIPK2 PPI | SRC2 inh | ABHD5 PLIN5 PPI | MC4R antagonist | TLR9-MyD88 block | ABCB6 inh 2 | HTR2A ag | N-glyco inh | Cardio protect | MC4R barr agon |
| --- | --- | --- | --- | --- | --- | --- | --- | --- | --- | --- | --- |
| 47 | Cc1nc(CCNC(=O)CC2C(=O)NCCN2Cc2ccccc2)sc1C (configuration not stated) | -4 | 10 | -4 | 2 | 0 | 99 | 2 | 4 | -1 | 3.1 |
| 48 | O=C1NN(c2ccc(F)c(Cl)c2)C(=O)/C1=C\c1cccc(OC(=O)c2cccs2)c1 | 0 | 8 | 6 | -1 | -3 | 94 | 1 | 2 | -4 | -1.1 |
| 49 | O=C(O)c1c2c(nc3ccc(S(=O)(=O)N4CCC(C(=O)NC5CCCCCC5)CC4)cc13)CCCC2 | 4 | 4 | 0 | -2 | -5 | 103 | -1 | 0 | 1 | -0.6 |

Source: PubChem (several laboratories)
